From PubChem
BioA inh: BioA (M. tuberculosis) enzyme inhibition; purified M. tuberculosis BioA enzyme, plate reader; inhibition, % at 9.99 µM; 360,000 compounds, 0.096% hits; AID 602481; in the data active means inhibition above about 40%
* hit, by the source's call.

`C[C@H]1CN([C@@H](C)CO)C(=O)c2cc(N(C)C)ccc2O[C@H]1CN(C)S(=O)(=O)c1cccs1` gave BioA inh 20.
For C[C@H](CO)N1C[C@H](C)[C@H](CN(C)CC2CCCCC2)Oc2ccc(NC(=O)Nc3ccc(F)cc3)cc2CC1=O the results were BioA inh 0.3.
`COC(=O)[C@]1(Cc2ccccc2)N=C(c2ccc(OCCCO)cc2)O[C@@H]1c1ccccc1CN=[N+]=[N-]` gave BioA inh -0.7.
O=C(NC[C@@H]1[C@@H](c2ccccc2)[C@H](CO)N1Cc1ccccn1)C1CCC1 was read as BioA inh -1.0.
For C[C@@H]1CN([C@H](C)CO)C(=O)c2cc(NC(=O)CCC(F)(F)F)ccc2O[C@@H](C)CCCCO[C@H]1CN(C)Cc1ccc(Cl)c(Cl)c1 the results were BioA inh 0.0.
O=S(=O)(NC[C@H]1[C@@H](c2ccccc2)[C@H](CO)N1CC1CC1)c1ccccc1 was read as BioA inh 1.1.
`CN1C(=O)c2cc(NC(=O)C3CC3)ccc2OC[C@@H]2O[C@H](CC(=O)NCCN3CCCC3)CC[C@@H]21` gave BioA inh 4.5.
`O=C(C[C@@H]1CC[C@H]2NC[C@H](O)COC[C@@H]2O1)Nc1nccs1` gave BioA inh -1.3.
For COc1ccc(S(=O)(=O)N[C@@H]2CC[C@@H](CC(=O)N3CCN(c4ccccc4)CC3)O[C@@H]2CO)cc1 the results were BioA inh 0.0.
Screening CC(C)CC#Cc1cnc2c(c1)C(=O)N([C@@H](C)CO)C[C@@H](C)[C@H](CN(C)C(=O)c1cccnc1)O2 returned BioA inh 0.5.
Screening Cc1ccc(-c2ccc3c(c2)O[C@@H](CN(C)Cc2ccc(C(=O)O)cc2)[C@@H](C)CN([C@@H](C)CO)S3(=O)=O)cc1 returned BioA inh 3.4.
`C[C@H](CO)N1C[C@H](C)[C@H](CN(C)C(=O)Nc2ccc(C(F)(F)F)cc2)Oc2ccc(NC(=O)Nc3cccc4ccccc34)cc2CC1=O` gave BioA inh 1.1.
For CC(C)CC#Cc1ccc2c(c1)O[C@@H](CN(C)Cc1cncnc1)[C@H](C)CN([C@@H](C)CO)S2(=O)=O the results were BioA inh 3.6.
Screening Cc1noc(C)c1NC(=O)Nc1cccc2c1O[C@@H](CN(C)Cc1ccccc1)[C@@H](C)CN([C@H](C)CO)C2=O returned BioA inh -0.2.
For C=CCNC(=O)[C@@H]1[C@H]2C(=O)O[C@H](c3ccccc3)[C@H](c3ccccc3)N2[C@H](c2ccc(O)cc2)[C@@]12C(=O)Nc1ccc(C#CC3=CCCCC3)cc12 the results were BioA inh -3.4.
`CCS(=O)(=O)N1CCCCN2[C@H](CO)[C@H](c3ccc(-c4ccc(C#N)cc4)cc3)[C@@H]2C1` gave BioA inh -3.3.
Screening C[C@@H]1CCCCO[C@H](CN(C)Cc2ccc3c(c2)OCO3)[C@@H](C)CN([C@@H](C)CO)C(=O)c2cc(NC(=O)c3ccccc3)ccc2O1 returned BioA inh -1.7.
CN1c2ccc(Br)cc2[C@H]2[C@H](CCN2C(=O)Cc2ccccc2)[C@H]1CO was read as BioA inh 4.7.
CO[C@H]1CN(C)C(=O)c2ccc(NS(=O)(=O)c3cn(C)cn3)cc2OC[C@@H](C)N(CC2CC2)C[C@H]1C was read as BioA inh 6.9.
`CCCNC(=O)[C@H]1[C@H](CO)[C@H]2Cn3c(cccc3=O)[C@@H]1N2Cc1cccc(Cl)c1` gave BioA inh -1.7.
`C[C@@H]1CN([C@@H](C)CO)C(=O)c2cc(NC(=O)Nc3ccc4c(c3)OCO4)ccc2O[C@@H]1CN(C)Cc1ccc(Cl)c(Cl)c1` gave BioA inh -1.7.
COc1ccc(CN(C)C[C@@H]2Oc3ccc(NC(=O)Nc4ccccc4)cc3CC(=O)N([C@H](C)CO)C[C@@H]2C)cc1 was read as BioA inh 0.7.
C[C@H](CO)N1C[C@H](C)[C@H](CN(C)C(=O)Nc2cccc3ccccc23)OCCCC[C@H](C)Oc2ccc(NS(=O)(=O)c3ccc(F)cc3)cc2C1=O was read as BioA inh -1.8.
Screening COc1ccccc1C(=O)Nc1ccc2c(c1)OC[C@@H](C)N(C)C[C@@H](C)[C@H](OC)CN(C)C2=O returned BioA inh -1.4.
For C[C@H]1CN([C@@H](C)CO)C(=O)Cc2cc(NC(=O)Cc3cn(C)c4ccccc34)ccc2O[C@H]1CN(C)Cc1ccc(Cl)c(Cl)c1 the results were BioA inh -6.5.
`CN1c2ccc(Br)cc2[C@H]2[C@H](CCN2C(=O)C2CC2)[C@H]1CO` gave BioA inh 7.2.
O=C(C[C@@H]1CC[C@@H](NC(=O)CN2CCOCC2)[C@@H](CO)O1)NCCc1ccccc1 was read as BioA inh -3.1.
`O=C(C[C@H]1C[C@@H]2c3cc(NC(=O)C4CCC4)ccc3O[C@@H]2[C@H](CO)O1)NCc1ccc(-c2ccccc2)cc1` gave BioA inh -0.6.
For C[C@H]1CN([C@@H](C)CO)S(=O)(=O)c2ccc(/C=C/c3ccccc3)cc2O[C@H]1CN(C)Cc1cncnc1 the results were BioA inh 3.5.
For CC(=O)Nc1ccc2c(c1)C(=O)N(C)[C@H]1CC[C@H](CC(=O)Nc3cn(C)nc3C)O[C@H]1CO2 the results were BioA inh 6.8.
Screening CCCNC(=O)Nc1ccc2c(c1)C(=O)N(C)[C@H]1CC[C@@H](CC(=O)O)O[C@@H]1CO2 returned BioA inh -6.9.
`COc1ccc(NC(=O)N(C)C[C@@H]2Oc3ccc(NC(=O)Nc4ccc5c(c4)OCO5)cc3C(=O)N([C@@H](C)CO)C[C@@H]2C)cc1` gave BioA inh 0.9.
For C[C@@H]1CCCCO[C@@H](CN(C)Cc2ccc(C(=O)O)cc2)[C@H](C)CN([C@H](C)CO)C(=O)c2cc(NS(=O)(=O)c3ccc(Cl)cc3)ccc2O1 the results were BioA inh 0.7.
C[C@H]1CN([C@@H](C)CO)C(=O)Cc2cc(NS(C)(=O)=O)ccc2O[C@@H]1CN(C)C(=O)Nc1ccc(F)cc1 was read as BioA inh -0.8.
For CC(C)NC(=O)Nc1ccc2c(c1)C(=O)N([C@@H](C)CO)C[C@@H](C)[C@H](CN(C)C(=O)Nc1ccc3c(c1)OCO3)O2 the results were BioA inh -0.6.
CCC(=O)N(C)C[C@H]1Oc2cc(C#Cc3ccccc3)ccc2S(=O)(=O)N([C@@H](C)CO)C[C@@H]1C was read as BioA inh 3.8.
`CCC(=O)N(C)C[C@H]1Oc2cc(C#CC(C)C)ccc2S(=O)(=O)N([C@@H](C)CO)C[C@@H]1C` gave BioA inh -1.8.
Screening CCNC(=O)C[C@@H]1CC[C@@H]2[C@H](COC[C@H](O)CN2C(=O)c2cc(Cl)cc(Cl)c2)O1 returned BioA inh 1.6.
`Cc1ccc(S(=O)(=O)N[C@H]2CC[C@@H](CCNC(=O)CN3CCOCC3)O[C@H]2CO)cc1` gave BioA inh -4.0.
COc1ccc(S(=O)(=O)N2CC[C@@H]3[C@H]2c2cc(-c4ccccc4F)ccc2N(C)[C@H]3CO)cc1 was read as BioA inh -5.9.
For O=C(C[C@@H]1CC[C@@H]2NC[C@H](O)COC[C@H]2O1)NCc1ccc(Oc2ccccc2)cc1 the results were BioA inh -1.1.
For C[C@@H]1CN([C@H](C)CO)S(=O)(=O)c2ccc(C#Cc3ccccc3)cc2O[C@@H]1CN(C)C(=O)Nc1ccc2c(c1)OCO2 the results were BioA inh 1.5.
`C[C@H]1CCCCO[C@@H](CN(C)C(=O)Nc2ccc3c(c2)OCO3)[C@@H](C)CN([C@@H](C)CO)C(=O)c2cc(NC(=O)c3ccncc3)ccc2O1` gave BioA inh 3.0.
Screening CN1CCN(C(=O)C[C@@H]2CC[C@@H]3[C@H](COC[C@H](O)CN3C(=O)c3ccc(F)cc3)O2)CC1 returned BioA inh -1.3.
`O=C(c1ccc(F)cc1)N1CCCCN2[C@H](C1)[C@H](c1ccc(-c3ccc(F)cc3)cc1)[C@@H]2CO` gave BioA inh -2.8.

As a short view, nine of the compounds above:
Screening CCCNC(=O)Nc1ccc2c(c1)C(=O)N(C)[C@H]1CC[C@@H](CC(=O)O)O[C@@H]1CO2 returned BioA inh -6.9.
`COc1ccc(NC(=O)N(C)C[C@@H]2Oc3ccc(NC(=O)Nc4ccc5c(c4)OCO5)cc3C(=O)N([C@@H](C)CO)C[C@@H]2C)cc1` gave BioA inh 0.9.
For C[C@@H]1CCCCO[C@@H](CN(C)Cc2ccc(C(=O)O)cc2)[C@H](C)CN([C@H](C)CO)C(=O)c2cc(NS(=O)(=O)c3ccc(Cl)cc3)ccc2O1 the results were BioA inh 0.7.
C[C@H]1CN([C@@H](C)CO)C(=O)Cc2cc(NS(C)(=O)=O)ccc2O[C@@H]1CN(C)C(=O)Nc1ccc(F)cc1 was read as BioA inh -0.8.
For CC(C)NC(=O)Nc1ccc2c(c1)C(=O)N([C@@H](C)CO)C[C@@H](C)[C@H](CN(C)C(=O)Nc1ccc3c(c1)OCO3)O2 the results were BioA inh -0.6.
CCC(=O)N(C)C[C@H]1Oc2cc(C#Cc3ccccc3)ccc2S(=O)(=O)N([C@@H](C)CO)C[C@@H]1C was read as BioA inh 3.8.
`CCC(=O)N(C)C[C@H]1Oc2cc(C#CC(C)C)ccc2S(=O)(=O)N([C@@H](C)CO)C[C@@H]1C` gave BioA inh -1.8.
Screening CCNC(=O)C[C@@H]1CC[C@@H]2[C@H](COC[C@H](O)CN2C(=O)c2cc(Cl)cc(Cl)c2)O1 returned BioA inh 1.6.
`Cc1ccc(S(=O)(=O)N[C@H]2CC[C@@H](CCNC(=O)CN3CCOCC3)O[C@H]2CO)cc1` gave BioA inh -4.0.

(list continues)
Screening CO[C@@H]1CN(C)C(=O)c2cc(NC(=O)C3CCOCC3)ccc2OC[C@H](C)N(CC2CC2)C[C@@H]1C returned BioA inh 0.9.
Screening CC(=O)N1[C@H](CO)[C@H](c2ccc(-c3ccc(F)cc3)cc2)[C@@H]1CNC(=O)C1CC1 returned BioA inh -1.7.
Screening COc1ccc(S(=O)(=O)Nc2ccc3c(c2)C(=O)N([C@@H](C)CO)C[C@H](C)[C@@H](CN(C)C(=O)Nc2c(C)noc2C)OCCCC[C@@H](C)O3)cc1 returned BioA inh 0.6.
CC(C)NC(=O)N(C)C[C@H]1OCCCC[C@@H](C)Oc2ccc(N(C)C)cc2C(=O)N([C@@H](C)CO)C[C@H]1C was read as BioA inh 0.7.
For CC(C)NC(=O)N(C)C[C@H]1Oc2cc(-c3cccnc3)ccc2S(=O)(=O)N([C@@H](C)CO)C[C@H]1C the results were BioA inh 1.5.
Screening COc1ccc(NC(=O)N(C)C[C@H]2OCCCC[C@H](C)Oc3ccc(N(C)C)cc3C(=O)N([C@H](C)CO)C[C@H]2C)cc1 returned BioA inh 1.1.
O=C(NCC[C@@H]1CC[C@@H](NC(=O)C2CCCCC2)[C@H](CO)O1)c1ccc(F)cc1 was read as BioA inh -2.7.
Screening CCC(=O)N1C[C@@H](C)[C@@H](OC)CN(C)C(=O)c2cc(NC(=O)c3ccc(F)cc3)ccc2OC[C@@H]1C returned BioA inh 0.5.
C[C@H](CO)N1C[C@H](C)[C@H](CN(C)S(C)(=O)=O)Oc2cc(C#CC3CC3)ccc2S1(=O)=O was read as BioA inh -1.3.
`C[C@H]1CN([C@@H](C)CO)C(=O)c2cccc(NS(=O)(=O)c3ccccc3)c2O[C@H]1CN(C)CC1CCCCC1` gave BioA inh -1.5.
`C=CCSC1=N[C@@]2(COCc3ccc(OC)cc3)Oc3ccccc3[C@H]([C@H]2CO[Si](C)(C)C(C)(C)C)N1C(=O)c1ccccc1` gave BioA inh -0.6.
Screening CS(=O)(=O)Nc1ccc2c(c1)[C@H]1C[C@@H](CC(=O)NCc3ccccc3F)O[C@H](CO)[C@H]1O2 returned BioA inh 0.9.
C[C@@H]1CN([C@H](C)CO)C(=O)c2cc(NC(=O)CCC(F)(F)F)ccc2O[C@@H]1CN(C)Cc1ccc(Oc2ccccc2)cc1 was read as BioA inh -1.8.
`Cc1noc(C)c1S(=O)(=O)Nc1ccc2c(c1)C(=O)N([C@@H](C)CO)C[C@H](C)[C@@H](CN(C)S(=O)(=O)c1c(C)noc1C)OCCCC[C@H](C)O2` gave BioA inh -4.3.
Screening C/C=C/c1ccc([C@H]2[C@H]3CN(C(=O)Cc4cccnc4)CCCCN3[C@H]2CO)cc1 returned BioA inh -2.7.
`COc1cccc(S(=O)(=O)N2CCCCN3[C@H](CO)[C@@H](c4ccc(-c5ccccc5)cc4)[C@H]3C2)c1` gave BioA inh 0.4.
Screening O=C(Nc1ccccc1F)N1C[C@@H]2[C@H](c3ccccc31)[C@@H](CO)N2C(=O)C1CCCCC1 returned BioA inh 3.7.
CO[C@@H](C(=O)N(C)C[C@H]1OCc2ccccc2-c2c(n(C)c3ccccc23)C(=O)N([C@H](C)CO)C[C@H]1C)c1ccccc1 was read as BioA inh -1.0.
O=C(C[C@H]1CC[C@@H](NC(=O)c2ccc(F)cc2)[C@H](CO)O1)NCCc1ccccc1 was read as BioA inh 0.9.
`CN(C)CC(=O)Nc1ccc2c(c1)[C@@H]1C[C@@H](CC(=O)NCc3cccc(F)c3)O[C@@H](CO)[C@@H]1O2` gave BioA inh -1.0.
`CCCC#Cc1cnc2c(c1)C(=O)N([C@H](C)CO)C[C@@H](C)[C@@H](CN(C)C(=O)Nc1ccc(OC)cc1)O2` gave BioA inh 1.1.
COCC(=O)Nc1ccc2c(c1)C(=O)N(C)[C@H]1CC[C@H](CC(=O)NCc3ccccc3F)O[C@H]1CO2 was read as BioA inh -2.3.
C[C@H](CO)N1C[C@H](C)[C@@H](CN(C)C(=O)Cc2ccncc2)Oc2cc(C#CC3CC3)ccc2S1(=O)=O was read as BioA inh -2.1.
For COc1ccc(CN(C)C[C@@H]2OCCCC[C@@H](C)Oc3ccc(NC(=O)Nc4ccccc4)cc3C(=O)N([C@H](C)CO)C[C@H]2C)cc1 the results were BioA inh -1.8.
For COc1ccc(NC(=O)Nc2ccc3c(c2)C(=O)N([C@@H](C)CO)C[C@@H](C)[C@H](CN(C)S(=O)(=O)c2cccs2)OCCCC[C@H](C)O3)cc1 the results were BioA inh -2.0.
`CN(C)C(=O)c1cccc(-c2ccc([C@H]3[C@@H](CO)N4CCCCN(S(C)(=O)=O)C[C@H]34)cc2)c1` gave BioA inh 5.4.
For C[C@H]1CCCCO[C@H](CN(C)C(=O)Nc2ccc3c(c2)OCO3)[C@@H](C)CN([C@@H](C)CO)C(=O)c2cc(NS(=O)(=O)c3ccc(F)cc3)ccc2O1 the results were BioA inh 2.5.

Some of the compounds tested (hit frequency here may not be typical).
